Bioassay records as filed in PubChem BioAssay.
Htt clearance = clearance of mutant huntingtin inclusions, primary screen, imaging, HeLa Exon1htt(103Q)mCFP, confocal imaging. aggregate imaging; zero = plate's median compound well. inhibition, % at 1.5 µM. AID 853, 2007. 0.42% of 47,000 active;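 active = inhibition of aggregate fluorescence above about 70%, also judged a hit by eye on the cell image, limit read from the data, passing the limit was not always enough; inconclusive = no rule stated for this call; inactive = not judged a hit on image review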;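 note: cells exposed to compound for three days before fixation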
Htt clearance grain fraction = also measured in Htt clearance; calls as there; fraction fluorescence in grains; measured here: aggregate grain fluorescence fraction; active compounds read low;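 scaled fraction of total cell fluorescence in grains with unit not stated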
* hit, by the source's call; ? = inconclusive; · = not tested or not shown. Some of the compounds tested; count on the stated rates, not on these rows.

Second line of a record – Htt clearance, Htt clearance grain fraction
C=CCn1cc(-c2ccccc2)cc(C#N)c1=O
→ 19, 17
COC(=O)c1ccc(NC(=O)c2ccccc2NS(C)(=O)=O)cc1
→ -64, 32
COC(=O)c1ccc(COc2ccc3c(C)c(C)c(=O)oc3c2C)o1
→ -15, 46
CC(=O)Nc1ccc(C(=O)OCc2ccc(Cl)cc2)cc1
→ 23, 16
COc1ccc(-c2c(N)nnc3c2[nH]c2ccccc23)cc1OC
→ 12, 35
CCOC(=O)N1CCN(C(=O)c2ccc(OC)c(OC)c2)CC1
→ -18, 46
CC(NC(=O)C1CCC1)c1ccc(Cl)cc1 (stereo unspecified)
→ 24, 15
CC(=O)Nc1nc2ccccc2n1CCN(C)C
→ -20, 24
Cn1cccc1C(=O)NC(=O)COC(=O)CC12CC3CC(CC(Br)(C3)C1)C2
→ -5, 21
Cc1c(-c2ccco2)[n+](=O)c2c(n1[O-])CCC2
→ -14, 41
CCOC(=O)c1[nH]c2ccc(F)cc2c1NC(=O)C1=COCCO1
→ 9, 16
COc1ccc(NC(=O)C2C3C=CC(C3)C2C(=O)NCc2ccco2)cc1 (stereo unspecified)
→ -40, 48
COc1cc(CNCCO)ccc1OC1CCCC1
→ 22, 15
CCOC(=O)C1C(=O)CC(C)(O)C(C(=O)OCC)C1c1cccs1 (stereo unspecified)
→ 13, 33
CC(=O)Nc1ccc(SCC(=O)c2cc(C)n(Cc3cccs3)c2C)cc1
→ -10, 40
c1ccc(-c2ccc(Oc3cc(N4CCOCC4)nc(-c4ccccc4)n3)cc2)cc1
→ -11, 43
COC(=O)c1cc2ccsc2n1CC(=O)N(C)C1CCCCC1
→ -12, 24
Cc1ccc(S(=O)(=O)N(C)CC(=O)N2CCc3ccccc32)cc1
→ -25, 26
CC(C)c1nnc(NC(=O)CCC(=O)N2CCN(C3CCCCC3)CC2)s1
→ -38, 47
Cc1c(NC(=O)CCN2C(=O)c3ccccc3C2=O)c(=O)n(-c2ccccc2)n1C
→ 18, 17
O=C(NCc1ccccc1)c1cc(=O)[nH]c2ccccc12
→ -79, 36
C=CCn1c(COc2ccc(Cl)cc2)nnc1SCC(=O)NCC(=O)OCC
→ -51, 56
O=C(Nc1ccccc1)c1nn(-c2ccccc2)c(=O)cc1C(F)(F)F
→ -64, 51
CCOC(=O)N1CCN(C(=O)CSc2nc3c(c(=O)n2-c2ccccc2OC)SCC3)CC1
→ -6, 21
CC1(C)CC(=O)C2=C(C1)OC(N)=C(C#N)C21CCN(C(=O)OCc2ccccc2)CC1
→ 19, 16
CS(=O)(=O)N(Cc1ccco1)CC(O)Cn1c2ccccc2c2ccccc21 (stereo unspecified)
→ 30, 12
CCOc1ccccc1N1CCN(S(=O)(=O)c2cccc3nsnc23)CC1
→ 54, 9.3
Cc1ccc(S(=O)(=O)N(C)CCCC(=O)NCc2ccc3c(c2)OCO3)cc1
→ 66, 6.5
CCOc1ccc(S(=O)(=O)NCCC(=O)OC(C)C(=O)N2CCc3ccccc32)cc1 (stereo unspecified)
→ 18, 28
COC(=O)c1cccc(NC(=O)CN2CCC(NC(=O)c3cc(OC)c(OC)c(OC)c3)CC2)c1
→ 37, 22
NC(=O)c1ccsc1NC(=O)C1CCCCC1
→ 8, 45
O=C(Cn1cccc1C(=O)c1ccccc1)NCc1cccs1
→ -46, 54
O=C(Nc1cccc(Cl)c1)Nc1nccs1
→ 12, 34
COC(=O)C(C)Sc1ncnc2c1nnn2-c1ccc(F)cc1 (stereo unspecified)
→ -3, 40
Cc1cc(=O)[nH]c(SC/C=C/c2ccccc2)n1
→ -7, 21
COc1ccc(NS(=O)(=O)c2cc(C(=O)O)ccc2C)cc1
→ 26, 27
CCOC(=O)CSc1cccc2cccnc12
→ -2, 22
O=C(c1ccc(Cl)c(S(=O)(=O)NCc2ccco2)c1)N1CCN(c2ccc(F)cc2)CC1
→ -14, 26
CCC(C)C1C(C#N)=C(N)OC2=C1C(=O)CC(C)(C)C2 (stereo unspecified)
→ -14, 56
COc1cccc(C2=NOC(C(=O)Nc3cc(C)nn3-c3ccccc3)C2)c1OC (stereo unspecified)
→ 23, 26
CC(=O)NC(C)c1ccc(Cl)c(Cl)c1 (stereo unspecified)
→ 28, 31
O=C(NCc1ccccc1)N1CCN(c2ccccc2F)CC1
→ 23, 28
COc1ccccc1CNS(=O)(=O)c1cc(C)ccc1OC
→ 16, 16
CC(C)NC(=O)CSc1nnc(-c2ccc(S(=O)(=O)N3CCCC3)cc2)n1CC1CCCO1 (stereo unspecified)
→ 9, 34
Cc1nn(-c2ccccc2)c(N2CCCC2)c1/C=N/n1cnc2scc(-c3ccccc3)c2c1=O
→ 1, 34
COc1nc(-c2ccccc2)ccc1-c1noc(-c2cccnc2)n1
→ 19, 35
CCOC(=O)c1c(C)nc(-c2ccccc2)nc1N
→ -29, 22
CCCC(=O)Nc1cc(-c2nc3ncccc3o2)ccc1C
→ -51, 27
CCCn1c(CCC(=O)O)ccc1-c1cccs1
→ -21, 49
Cc1ccc2cc(C)c(SCC#N)nc2c1
→ 19, 27
CCOc1ccccc1NC(=O)C1=C(C)NC(=O)NC1c1cccc(OC)c1OC (stereo unspecified)
→ 18, 29
Cc1cc(C)c(NC(=O)C2CSCCS2)c(C)c1 (stereo unspecified)
→ 21, 13
COc1ccc(OC)c(-n2cnc3cc(C(=O)NCCCN4CCOCC4)ccc32)c1
→ -14, 24
CC(C)COC(=O)N1CCCC1C(=O)Nc1nccs1 (stereo unspecified)
→ 48, 18
O=C(c1n[nH]c(=O)c2ccccc12)N1CCN(c2ccc(F)cc2)CC1
→ -4, 38
O=C1C(=O)N(CCN2CCOCC2)C(c2ccccn2)/C1=C(/O)c1ccc(F)cc1 (stereo unspecified)
→ -8, 44
Cc1nc2ccccn2c1C(=O)CSc1ccc(Cl)cc1Cl
→ -10, 43
Cc1cc(N2CCCC2=O)cc(C)c1S(N)(=O)=O
→ -33, 28
Cc1sc(NC(=O)C2CC=CCC2C(=O)O)c(C(=O)OC(C)C)c1C (stereo unspecified)
→ -26, 25
COc1ccc(CNC(=O)Cc2ccc(OC)c(S(=O)(=O)N3CCOCC3)c2)cc1
→ -31, 29

Exported as labelled records: part of the list above
structure: CC(C)COC(=O)N1CCCC1C(=O)Nc1nccs1 (stereo unspecified)
  Htt clearance = 48
  Htt clearance grain fraction = 18

structure: O=C(c1n[nH]c(=O)c2ccccc12)N1CCN(c2ccc(F)cc2)CC1
  Htt clearance = -4
  Htt clearance grain fraction = 38

structure: O=C1C(=O)N(CCN2CCOCC2)C(c2ccccn2)/C1=C(/O)c1ccc(F)cc1 (stereo unspecified)
  Htt clearance = -8
  Htt clearance grain fraction = 44

Carrying on:
Second line of a record – Htt clearance, Htt clearance grain fraction
Clc1ccc(Cn2ncc3c(NCc4ccco4)ncnc32)c(Cl)c1
→ 33, 22
O=C(Nc1cccnc1)c1scc2c1OCCO2
→ 4, 38
Cc1cc(NC(=O)CSC2=NCCS2)no1
→ -1, 20
Cc1cc(C)nc(Nc2n[nH]c(-c3ccccc3Br)n2)n1
→ 39, 12
CCOC(=O)N1CCC(NC(=O)CSCc2cnn(-c3ccccc3)c2-n2cccc2)CC1
→ 40, 12
Nc1nnc(SCc2ccccc2F)n1-c1ccccc1
→ -5, 22
CC(CC(=O)c1cccs1)CC(=O)c1cccs1
→ -45, 62
CCCn1c(N2CCN(C)CC2)nc2c1c(=O)[nH]c(=O)n2C
→ -1, 18
COC(=O)c1[nH]c2ccccc2c1NC(=O)CN1CCCc2ccccc21
→ 40, 12
Nc1nonc1C(=O)NCCNC(=O)c1ccccc1F
→ -17, 22
COC(=O)c1sccc1NC(=O)CSc1cc(Cl)ccc1Cl
→ 22, 30
Cc1c(C(C)O)nnn1-c1nonc1N (stereo unspecified)
→ -2, 41
COc1cc(OC)c(OC)cc1CNC1CCCCCC1
→ -4, 20
COc1ccc(C2C(C(=O)Nc3cc(C)on3)c3ccccc3C(=O)N2C)cc1OC (stereo unspecified)
→ -14, 44
CCOc1ccc2nc(NCCCO)[nH]c2c1
→ 32, 13
CCOC(=O)c1cnc(-n2cc(C)cn2)nc1Nc1ccccc1OC
→ -100, 37
CCOC(=O)C1CCCN(C(=O)Cn2nc(Cc3cccnc3)c3ccccc3c2=O)C1 (stereo unspecified)
→ 51, 24
O=C1CC(C(F)(F)C(F)(F)C(F)(F)C(F)(F)F)=Nc2ccccc2N1
→ 34, 26
Cc1nc2c3cnn(-c4ccc(C)c(C)c4)c3ncn2n1
→ -22, 25
CCCCCOC(=O)c1ccc(NC(=O)c2ccco2)cc1
→ 40, 21

The list continues:
SMILES | Htt clearance | Htt clearance grain fraction
CCC(=O)N1CCc2cc(S(=O)(=O)CCC(=O)N3CCc4ccccc4C3)ccc21 | 0 | 36
COc1ccc(S(=O)(=O)NC(CC(=O)NCc2ccc3c(c2)OCO3)c2ccco2)cc1 (stereo unspecified) | -58 | 68
Cc1cc(C)n(C(C)n2nc(C)cc2C)n1 | -102 | 89
CC1CC(C)CN(C(=O)c2ccc3c(c2)N(Cc2ccccc2)CCS3)C1 (stereo unspecified) | 41 | 22
COC1(OC)N=C(N)C2(C#N)C(c3ccccc3)NC(C)=CC12C#N (stereo unspecified) | -38 | 58
CCOC(=O)C1CCN(C(=O)Cc2ccc(C)cc2)CC1 | -10 | 41
Cc1cccc(CSc2nnc(-c3ccco3)n2C)c1 | 22 | 27
CCOC(=O)C1=C(c2ccccc2)OC(N)=C(C#N)C1c1ccco1 (stereo unspecified) | -14 | 24
Cn1c(CN2CCN(c3cccc(Cl)c3)CC2)nc2ccccc21 | 37 | 12
O=C(c1ccc(Cl)cc1)c1oc2ccccc2c1CS(=O)c1ccccc1 (stereo unspecified) | -21 | 40
CCCC(=O)Nc1ccccc1NC(=O)CN(C)S(=O)(=O)c1ccc(C)cc1 | 38 | 12
CCOC(=O)NCc1cc(-c2nn(C)c(=O)c3ccccc23)ccc1C | -29 | 23
COc1ccc2c(c1)[nH]c1c(=O)n(CCCn3ccnc3)cnc12 | -20 | 25
O=S(=O)(N1CCOCC1)N1CCN(c2ccccc2F)CC1 | 35 | 11
CCC(C)[C@H](NC(=O)Nc1cccc(Cl)c1)C(=O)O (stereo partly specified) | -15 | 18
COc1ccc(S(=O)(=O)N2CCC(C(=O)N3CCCCC3)CC2)cc1OC | 6 | 35
CCCCCOC(=O)C1[C@H]2C(=O)N(c3ccccc3CC)C[C@]23C=C[C@H]1O3 (stereo partly specified) | 30 | 25
COc1ccc(NC(=O)c2ccco2)cc1NC(=O)c1cccc(OC(C)C)c1 | 0 | 37
CC(C)(C)n1nnnc1C(c1cccs1)N(Cc1ccccc1)Cc1cccnc1 (stereo unspecified) | 32 | 15
O=C(Nc1c(-c2ccccc2)nc2ccccn12)c1ccco1 | 15 | 16
CCOC(=O)COc1cc(=O)n(CC)c2ccccc12 | ? | ·
COc1ccc(OC)c(CNc2nc3ccccc3n2CCN2CCCCC2)c1 | -57 | 53
CCCC(=O)C1=C(O)C(C(=O)OC)C(C)(C)CC1=Nc1ccccc1 (stereo unspecified) | -19 | 45
COc1ccccc1N1CCN(C(=O)Nc2cccc(C)c2)CC1 | -55 | 32
CCCC(=O)Nc1sc(C(=O)OC)c(C)c1C(N)=O | 23 | 28
COc1ccc(C(=O)Nc2nc3c(s2)Cc2cc(OC)ccc2-3)cc1 | -48 | 64
Cn1nnnc1SCc1c(F)cccc1F | -4 | 35
CCOC(=O)c1c(N)sc(C(O)(C(F)(F)F)C(F)(F)F)c1-c1ccc(F)cc1 | -38 | 55
O=C(NC1CCCCCC1)C1c2ccccc2C(=O)N1CCCN1CCOCC1 (stereo unspecified) | -66 | 34
CCOC(=O)c1cccc(NC(=O)CSc2nc3ccccc3c(=O)n2CC)c1 | -12 | 20

Sorted by value in Htt clearance grain fraction (descending): 3 of the compounds above
SMILES | Htt clearance | Htt clearance grain fraction
O=C1C(=O)N(CCN2CCOCC2)C(c2ccccn2)/C1=C(/O)c1ccc(F)cc1 (stereo unspecified) | -8 | 44
C=CCn1cc(-c2ccccc2)cc(C#N)c1=O | 19 | 17
O=S(=O)(N1CCOCC1)N1CCN(c2ccccc2F)CC1 | 35 | 11

The list goes on.
SMILES | Htt clearance | Htt clearance grain fraction
Cc1ccc(C(=O)OCC(=O)NCc2ccco2)cc1 | 31 | 16
COc1ccc(OCC(=O)Nc2nnc(C)s2)cc1 | 38 | 26
Nc1nn(S(=O)(=O)c2cccc3nsnc23)cc1-c1ccc(Br)cc1 | ? | ·
Cn1c(CCCNC(=O)c2ccccc2)nc2ccccc21 | 45 | 11
CCn1cc(Br)c(C(=O)Nc2ccc(C(=O)OC(C)C)cc2)n1 | -62 | 26
Cc1c(C#N)c(N=CN(C)C)c(C(=O)c2ccccc2)n1-c1ccc(Br)cc1 | -19 | 24
Cc1ccc(NC(=O)Cn2nnc(C(=O)NCc3ccco3)c2N)cc1 | 71* | 5.6*
c1ccc(Nc2nc(-c3cccs3)cs2)nc1 | 48 | 9.5
O=C(O)C1CC=CCC1C(=O)Nc1ccccc1 (stereo unspecified) | 58 | 7.9
Cc1cc(C)c2[nH]c(=O)c(CN(CC3CCCO3)S(=O)(=O)c3ccc4c(c3)OCCO4)cc2c1 (stereo unspecified) | -5 | 22
O=C(NCCCn1ccnc1)C1CC(c2cccc(Br)c2)=NO1 (stereo unspecified) | -20 | 22
COc1cccc(-n2c(COc3ccc(C)cc3)nnc2SCC(=O)O)c1 | 8 | 20
COc1ccc(C)cc1S(=O)(=O)Nc1ccc(F)c(Cl)c1 | 24 | 15
O=C(Nc1ccc2c(c1)Cc1ccccc1-2)c1cc2ccccc2o1 | -1 | 20
CCOC(=O)C1=C(C)NC(C)=C(C(=O)OCC)C1C(=O)OCC(=O)N1CCC(C)CC1 | 50 | 10
CCOc1ccc(S(=O)(=O)NC(C)(C)C)cc1-c1nc2c(C(C)(C)C)nn(C)c2c(=O)[nH]1 | 29 | 28
O=C(NCc1cccs1)c1ccc(CS(=O)(=O)c2ccc(Cl)cc2)o1 | -20 | 27
C=CCn1c(SCc2csc(C)n2)nc2sc3c(c2c1=O)CCCC3 | 1 | 37
CC(C)C(=O)Nc1cccc(-c2cnc3ccccc3n2)c1 | 4 | 36
CCc1ccc(NC(=O)N(C2CCC(C)CC2)C2CCN(C(C)=O)CC2)cc1 (stereo unspecified) | 25 | 32
